Source: PubChem BioAssay
HTR2A ag = mouse Htr2a agonists via beta-arrestin recruitment, primary screen, cell-based, luminescence; activation, % at 7.6 µM; CHO-K1 mHTR2A beta-arrestin complementation; percent of 30 µM serotonin response; hit rate 0.66% among 360,000;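 active = activation above a run cutoff, the mean activation of all tested compounds plus 3 SD, cut at about 14% in these data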;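 also: 0% = plate median of compound wells and 100% = 30 µM serotonin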
Target sequence (P35363 whole entry, looked up): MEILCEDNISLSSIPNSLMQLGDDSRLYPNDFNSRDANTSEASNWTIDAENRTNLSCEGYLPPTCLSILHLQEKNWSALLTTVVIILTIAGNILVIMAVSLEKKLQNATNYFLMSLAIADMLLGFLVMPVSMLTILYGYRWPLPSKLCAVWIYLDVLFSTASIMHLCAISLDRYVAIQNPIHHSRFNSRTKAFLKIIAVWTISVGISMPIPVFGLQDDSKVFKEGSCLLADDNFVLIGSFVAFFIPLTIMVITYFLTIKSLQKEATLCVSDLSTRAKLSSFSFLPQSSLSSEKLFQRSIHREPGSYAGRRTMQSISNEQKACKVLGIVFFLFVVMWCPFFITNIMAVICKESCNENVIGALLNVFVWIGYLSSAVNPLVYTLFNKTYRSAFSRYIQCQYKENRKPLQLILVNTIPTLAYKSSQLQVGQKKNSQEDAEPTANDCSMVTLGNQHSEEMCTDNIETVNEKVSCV
PDI turbidity = inhibitors of human PDI, primary screen, biochemical, turbidity, single point, plate reader | PDI insulin aggregation turbidity, A650, 90 min | Protein disulfide-isomerase (Homo sapiens), P07237 | hit rate 0.052% among 350,000 | inhibition, % at 10 µM;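 active = mean inhibition across replicates of 30% or more, whatever share of single replicates reach that level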;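 also: absorbance from insulin aggregation driven by PDI reduction with DTT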
Target sequence (P07237 whole entry, looked up): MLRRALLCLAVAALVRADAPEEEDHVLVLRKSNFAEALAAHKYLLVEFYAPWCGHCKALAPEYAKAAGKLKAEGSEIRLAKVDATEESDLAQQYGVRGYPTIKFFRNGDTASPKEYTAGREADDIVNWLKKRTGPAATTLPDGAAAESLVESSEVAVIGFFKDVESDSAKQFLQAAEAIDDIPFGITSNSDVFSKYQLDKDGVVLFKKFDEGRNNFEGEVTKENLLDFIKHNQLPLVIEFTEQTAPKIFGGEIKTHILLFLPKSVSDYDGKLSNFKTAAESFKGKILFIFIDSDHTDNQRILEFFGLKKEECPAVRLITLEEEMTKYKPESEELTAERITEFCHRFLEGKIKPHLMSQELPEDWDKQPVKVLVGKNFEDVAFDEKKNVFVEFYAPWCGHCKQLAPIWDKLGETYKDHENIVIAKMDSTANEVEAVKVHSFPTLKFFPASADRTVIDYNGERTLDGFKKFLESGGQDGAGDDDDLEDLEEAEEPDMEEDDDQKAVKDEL
iPSC survival up = enhancers of single-cell hiPSC survival, primary screen, ATPlite luminescence; 100% = ROCK inhibitor wells, 0% = DMSO; survival enhancement, % at 20 µM; hit rate 0.044% among 360,000; in the data active = survival enhancement above about 18%;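 also: cells exposed to compounds for 16 hours before the ATP read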
ABCB6 inh MLPCN = ABCB6 transporter inhibitors, primary screen, K562-ABCB6 cells, flow cytometry, MLPCN library. ATP-binding cassette sub-family B member 6 (Homo sapiens), Q9NP58. K562-ABCB6 porphyrin accumulation, 1 h; stronger effect = lower value. fluorescence ratio to DMSO, % at 10 µM. hit rate 0.19% among 360,000. AID 602162, 2011;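 active = fluorescence ratio to DMSO below 75%, the collection mean minus 3 SD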;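 also: signal is porphyrin accumulated inside mitochondria; 100% equals median channel fluorescence of DMSO control wells; lower ratio means ABCB6 inhibition with less porphyrin fluorescence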
Glyco luc inh = increase of ERlucT glycosylation luciferase signal, primary screen, N-linked glycosylation inhibitor project, D54 ERlucT cells, luminescence, set 2 | D54 ERlucT glycosylation luciferase reporter, 24 h; percent of 100 nM tunicamycin response | reporter increase, % at 12.5 µM | hit rate 0.23% among 360,000;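 active = mean luciferase reporter signal, scaled so untreated is 0 and the glycosylation-blocking control 100, at or above a set limit in every replicate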;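 also: luciferase carries N-glycosylation sites so blocking glycosylation raises the light; 0% = median of neutral control wells and 100% = median of 100 nM tunicamycin wells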
aDG glyco up = activators of alpha-DG glycosylation, primary screen, uHTS, Pro5-aDG cells, AlphaScreen; hit rate 0.22% among 360,000; activation, % at 10 µM; AID 624168, 2012; alpha-DG glycosylation AlphaScreen (IIH6); 0% Pro5, 100% B10-LARGE cell signal;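 active = activation of at least 8% versus controls, or a plate z-score of at least 8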;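 also: Pro5 are CHO cells carrying HIG-tagged alpha-DG that lacks glycosylation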
CaV13 FRET inh = Disruptors of the CACNA1D IQ motif to Ca2+-dependent inactivation inhibitor domain association, primary screening, Förster resonance energy transfer in intact living …; HEK cells, CFP/YFP FRET ICDI-IQ, plate reader, 10 min; percent FRET-ratio fall versus neutral wells; inhibition, % at 12.3 µM; hit rate 0.098% among 340,000; AID 743397;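 active = mean replicate inhibition of at least 30% and at least 1% of replicates passing that level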;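 also: 0% = median of the neutral control wells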
Vif inh = HIV Vif self-association inhibitors, primary screen, imaging, HEK293T, single point | HEK293T cells, Vif self-association by quenched fluorescence, 24 h | inhibition, % at 7.49 µM | hit rate 0.35% among 340,000 | AID 602346, 2012; in the data active = inhibition above about 50%, passing the limit was not always enough; also: some results filed as inactive read as strong as hits
Granule exo inh = LAMP-1 surface exposure blockers, TALL-104 cells – cell-based, flow cytometry, MLPCN library, primary screen. inhibition, % at 10 µM. TALL-104 LAMP-1 surface exposure; cells stimulated with thapsigargin and PMA. AID 651702, 2012. hit rate 0.66% among 360,000;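 active = inhibition above about 55%, limit read from the data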
H9c2 protect = cardioprotection against H2O2-induced cell death, primary screen, uHTS, H9c2 cells, ATPLite luminescence. H9c2 cardiomyocytes, H2O2 injury protection, 2 h. hit rate 0.63% among 360,000. protection from H2O2 cell death, % at 20 µM;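 active = compounds giving at least 50% protection of heart cells from peroxide-induced death in the single-dose screen, raw or plate-pattern-corrected value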;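 also: 0% = DMSO wells with peroxide and 100% = DMSO wells without peroxide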
* = called active by the depositor; . = not tested or not shown. Rows are unselected, and some 3.1% of all compounds hit somewhere here.

SMILES	HTR2A ag	PDI turbidity	iPSC survival up	ABCB6 inh MLPCN	Glyco luc inh	aDG glyco up	CaV13 FRET inh	Vif inh	Granule exo inh	H9c2 protect
CCCCN(C)Cc1c(C)[nH]c2ccccc2c1=O	-2	9	-0.9	87	1	-0.2	6	7	71*	-5
Cc1cc(C)n(-c2nnc3c4ccccc4n(C)c3n2)n1	0	-10	-0.5	97	-2	0.1	12	0	-7	-7
CC(C(=O)O)n1ncc2ccccc2c1=O (centres undefined)	9	6	1.1	97	0	0.0	-3	-7	3	6
O=C(c1ccc(C(F)(F)F)cc1)N1CCN(c2ccc(N3CCOCC3)nn2)CC1	0	0	2.2	93	2	1.1	-16	-7	2	0
S=C(NCCCN1CCOCC1)Nc1cccc(-c2nnc3n2CCCCC3)c1	5	6	-1.2	104	1	0.8	-5	10	-3	16
CC(=O)Nc1ccc(NC(=O)c2cc(S(=O)(=O)N3CCCCC3)ccc2N2CCOCC2)cc1	-1	12	3.3	93	-1	0.0	-2	17	9	8
COCCN1C(=O)N[C@@H](c2cccs2)C(C(C)=O)=C1C	8	0	-1.3	95	-2	0.2	-10	22	-4	1
CCn1c(/C=C2\C(=O)Nc3ccccc32)nc2ccccc2c1=O	2	0	-1.3	97	11	0.1	-5	.	0	39
CCc1cc2c(=O)c(-c3ccc4c(c3)OCO4)coc2c(CN(C)C)c1O	-2	10	-0.7	96	-4	-0.2	-12	-3	-4	4
Cc1cccc(C)c1NC(=O)C(c1cccc2ccccc12)n1c(=O)c(-c2ccco2)nc2ccccc21 (centres undefined)	-3	.	.	.	.	0.0	-5	.	11	.
CC(Nc1nc(N2CCN(S(C)(=O)=O)CC2)nc2ccccc12)c1ccccc1 (centres undefined)	-6	-3	-4.5	99	-2	0.0	.	32	0	13
CCCN=C1N(C)C[C@@H]2[C@@H]3C(=O)N(C)C(=O)[C@@H]3[C@](C)(C(=O)OC)N12	4	-19	3.3	101	0	0.0	-5	4	-3	10
CCCCN(C(=O)NC(=O)Nc1ccccc1C)S(C)(=O)=O	-2	-8	0.0	90	2	-0.2	.	8	-3	0
COc1cc(-c2noc(CCCC(=O)NCc3ccccc3)n2)cc(OC)c1OC	4	-3	-1.3	98	3	-0.2	-4	16	2	-6
CCc1ccc(C2CC(c3ccccc3C)n3nc(N)nc3N2)cc1 (centres undefined)	0	.	-2.1	100	0	0.1	-5	24	-1	-14
O=C(NC1CCCCNC1=O)c1ccc(Cl)cc1 (centres undefined)	5	9	-0.2	99	1	0.1	-5	0	0	3
O=C(CNC(=O)c1ccccc1F)OCCCOC(=O)CNC(=O)c1ccccc1F	15*	-10	0.1	95	1	-0.3	-6	9	-1	8
Cc1ccc(NS(=O)(=O)c2ccc(Br)cc2)nc1	2	1	-0.2	94	1	0.1	-8	-4	4	3
C[C@@H]1C(c2ccccc2)=NN(c2ccc(Br)cc2)[C@H]1C(=O)N1CCOC1=O	-4	-11	-0.5	100	0	0.1	-7	2	1	-4
CCOC(=O)CN1C(=O)N[C@@H](c2cccc(C(F)(F)F)c2)[C@@H](C(=O)OC)[C@H]1C	7	0	-1.3	100	1	-0.1	-5	-5	4	2
Cc1cc(C(=O)Nc2cccc([N+](=O)[O-])c2)c(C)o1	1	-8	1.3	98	-1	0.0	-3	13	1	2
CC(C)(C)OC(=O)C(Cc1ccc(OC(C)(C)C)cc1)NC(=O)CNC(=O)CNC(=O)OCc1ccccc1 (centres undefined)	8	0	2.4	97	-1	-0.1	-3	-9	-7	10
COc1ccccc1C(=O)COC(=O)CN1C(=O)c2ccccc2C1=O	1	-3	-0.4	99	0	-0.4	-6	-8	-1	2
Cc1ccc(C)c2[nH]c(=O)c(CCNC(=O)c3cc4ccccc4o3)cc12	4	-6	-2.9	92	-1	0.0	-7	-4	5	34
CS(=O)(=O)N1CCC(C(=O)Nc2ccc3c(c2)OCCO3)CC1	3	-1	0.2	101	2	-0.3	.	4	0	1
C=CCOC(=O)C1=C(C)OC(N)=C(C#N)C1c1ccccc1F (centres undefined)	1	-14	0.0	97	1	0.0	.	-4	-4	0
COc1ccc(C)cc1-n1nnnc1SCC(=O)N1CCC(C(=O)Nc2nccs2)CC1	5	-3	0.1	87	-1	-0.2	-4	-22	2	5
CCCS(=O)(=O)N1CCN(C(=O)COc2ccccc2)CC1	4	-8	-0.8	99	0	-0.2	-3	5	-2	0
CC(=O)c1c(C)[nH]c(C(=O)Nc2cccc(S(=O)(=O)N3CCOCC3)c2)c1C	1	0	1.6	98	20	-0.5	-2	1	-9	8
CCNC(=O)C1CCCN(C(=O)c2ccc3ccccc3c2)CC1 (centres undefined)	5	0	1.2	87	1	-0.3	-4	-1	1	0
COc1cccc(/C=C/C(=O)OCC(=O)N2CCN(c3ccccc3)CC2)c1	-5	-4	-0.6	90	0	0.2	-6	-3	0	2
CN(C)c1cccc(C(=O)NCc2ccccc2Cl)c1	2	8	0.9	103	0	-0.2	-5	1	1	1
CN(Cc1ccccc1)C(=O)CN1C(=O)c2ccc([N+](=O)[O-])cc2C1=O	4	-2	-0.4	93	5	0.0	-3	3	2	1
Cc1cccc(N=C2NC(=O)S/C2=C\c2ccco2)c1	0	-26	-0.4	105	-1	-0.2	-9	1	5	-3
CCCCN=C1NN=C(c2ccc(C)c(C)c2)CS1	-3	5	-1.0	102	-4	0.2	-5	-1	0	9
COc1ccc(C(C)C)cc1-c1cncc(NC(C)=O)n1	3	0	2.2	96	1	0.2	-5	-7	-7	-1
CCS(=O)(=O)N1CCN=C1SCc1ccccc1	-6	-6	0.3	105	2	-0.1	-4	7	-2	-3
CCOc1cc(/C=C2\SC(=N)N(c3nccs3)C2=O)ccc1OCCN1CCOCC1	3	-2	3.9	94	6	1.3	-4	0	-2	54*
O=C(Nc1ccc2c(c1)Cc1ccccc1-2)c1cc2ccccc2o1	0	4	-1.2	95	2	0.0	.	-18	-2	-1
COC(C[C@H]1O[C@H]1[C@H](O)[C@@H](C)OCc1ccccc1)OC	3	-3	11	103	1	0.0	-10	-16	1	-4
O=C1C(=Cc2ccc(Br)o2)C(=O)c2ccccc21	3	19	-0.3	101	1	0.3	.	-9	20	0
CCCCN(CC)CCCNC(=S)Nc1ccc2nc(N3CCN(CC)CC3)cc(C)c2c1	13	-2	-0.5	99	2	0.7	-3	18	4	8
O=C(/C=C/c1ccc(OCCCF)cc1)Nc1ccnc(-c2cccnc2)n1	4	-3	2.4	93	-7	-0.2	-6	-32	4	5
CN(c1ccc(Br)cc1)S(=O)(=O)c1ccc2[nH]cc(C(=O)NCCN3CCOCC3)c(=O)c2c1	-4	1	-0.1	99	-2	0.1	-4	3	-5	2
Cc1cc(C)cc(-n2nnn(C3C/C(=N/NC(N)=S)C4OCC3O4)c2=S)c1 (centres undefined)	3	-4	-0.5	96	1	0.5	-8	6	-3	-5
Nc1nc(CSC(=S)N2CCN(c3ccccc3)CC2)nc(Nc2ccc(F)cc2)n1	-3	-10	-2.9	97	-4	1.0	-4	-2	-4	-7
CCN(CCCNC(=O)CCC(=O)N1CCOc2ccccc21)Cc1ccccc1	0	.	-0.9	99	-1	-0.2	-7	-5	-1	15
CCOc1ccc(C(=O)COC(=O)c2cc(=O)[nH]c3ccccc23)cc1	9	2	-0.4	94	1	-0.2	-3	2	8	-12
CCc1cccc2c(C(=O)CN3C(=O)NC(C)(c4cccc5ccccc45)C3=O)c[nH]c12 (centres undefined)	-2	2	-0.3	98	14	0.6	-5	-1	3	-2
O=C(NCCCn1ccnc1)Nc1cccc(Cl)c1	-3	1	-1.4	98	0	-0.3	-3	13	0	-4
O=C(NC(=S)Nc1ccccn1)c1cccc([N+](=O)[O-])c1	27*	1	-0.3	103	1	0.2	-10	-3	0	-6
Cc1cc(NS(=O)(=O)c2ccc(NC(=O)/C=C/c3ccccc3)cc2)no1	2	-18	0.5	102	1	0.2	-3	2	-26	-2
CC(C)NC(=O)Nc1nnc([C@H]2C[C@H](O)[C@@H](CO)O2)s1	-1	-2	4.3	100	2	0.2	-2	1	1	4
O=C(c1ccco1)N1CCN(C(=S)Nc2ccc(F)cc2)CC1	-2	-4	-0.3	100	2	0.3	-7	-1	-6	-2
CC[C@]12c3[nH]c4cc(CCC(=O)N(C)C)ccc4c3CCN1C(=O)[C@@H](CC(=O)NCC13CC4CC(CC(C4)C1)C3)C[C@@H]2C(=O)N1CCN(C(=O)c2ccco2)CC1	-4	5	0.5	100	8	0.1	-7	8	-2	-3
COc1cc(/C=N/NC(=O)C2=NNC(=O)C2C)ccc1O (centres undefined)	6	6	0.6	103	1	0.1	-14	-1	6	-1
O=C(C1CCN(Cc2cn[nH]c2-c2ccc(F)cc2F)CC1)N1CCOCC1	3	-4	-1.2	94	1	-0.1	-6	-15	0	-1
O=C(O)c1ccc(CNC(=O)c2ccc(S(=O)(=O)N3CCCCC3)cc2)cc1	0	-3	-0.2	102	-2	0.1	-6	-1	2	-4
COc1cc(/C=N/NC(=O)COc2cccc(F)c2)ccc1OS(=O)(=O)c1ccc(C)cc1	-9	0	3.2	82	-2	2.6	-2	-1	7	9
CCN(C(=O)COC(=O)c1cccnc1SC)C1CCS(=O)(=O)C1 (centres undefined)	0	-1	4.4	93	1	-0.1	.	-11	14	13

4 entries already listed, ordered by the number in Granule exo inh, largest number first:
SMILES | Granule exo inh
CCOc1ccc(C(=O)COC(=O)c2cc(=O)[nH]c3ccccc23)cc1 | 8
O=C(NCCCn1ccnc1)Nc1cccc(Cl)c1 | 0
CCN(CCCNC(=O)CCC(=O)N1CCOc2ccccc21)Cc1ccccc1 | -1
Cc1cc(NS(=O)(=O)c2ccc(NC(=O)/C=C/c3ccccc3)cc2)no1 | -26

(continued)
SMILES	HTR2A ag	PDI turbidity	iPSC survival up	ABCB6 inh MLPCN	Glyco luc inh	aDG glyco up	CaV13 FRET inh	Vif inh	Granule exo inh	H9c2 protect
CSCC[C@H](NC(=O)C1=NN(c2c(F)c(F)cc(F)c2F)C(=O)CC1)c1nc2ccccc2[nH]1	4	2	-0.4	97	2	0.0	-7	5	-2	9
Cc1cccc(C)c1NC(=O)c1cc(-c2ccccn2)nc2ccccc12	8	-2	-0.9	101	0	-0.2	1	-6	-1	11
O=C(CCNS(=O)(=O)c1ccccc1F)OCc1ccccc1Cl	-5	-2	-1.7	100	-1	-0.2	-1	1	-4	6
CCCC(CCC)C(=O)OC1C[C@H]2CC[C@@H](C1)[N+]2(C)C (some centres undefined)	13	12	-0.5	99	1	-0.2	-5	-2	-5	-1
